# JMJD2E inh – qHTS Assay for Inhibitors of Human Jumonji Domain Containing 2E (JMJD2E); actives 1.6% (n = 230,000); Potency, µM (highest dose often 57.1 µM), for the others: top-dose activity change, negative = inhibition, actives largely listed as inhibitors; JMJD2E catalytic domain, FDH-coupled NADH fluorescence (FDH is formaldehyde dehydrogenase); Lysine-specific demethylase 4E (Homo sapiens), B2RXH2; active = well fitted inhibition curve with a large enough effect, not every such curve was filed as active; inconclusive = small, poorly fitted or top-dose-only effect, or another doubt; inactive = no such curve, though single readings can be large or run the other way;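 also: 0% = wells with enzyme and -100% = buffer wells without enzyme; nearly all actives have a fitted effect of over 50% in size; many of its hits are not listed in these tables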
# Target sequence (B2RXH2 1-337 limits assumed): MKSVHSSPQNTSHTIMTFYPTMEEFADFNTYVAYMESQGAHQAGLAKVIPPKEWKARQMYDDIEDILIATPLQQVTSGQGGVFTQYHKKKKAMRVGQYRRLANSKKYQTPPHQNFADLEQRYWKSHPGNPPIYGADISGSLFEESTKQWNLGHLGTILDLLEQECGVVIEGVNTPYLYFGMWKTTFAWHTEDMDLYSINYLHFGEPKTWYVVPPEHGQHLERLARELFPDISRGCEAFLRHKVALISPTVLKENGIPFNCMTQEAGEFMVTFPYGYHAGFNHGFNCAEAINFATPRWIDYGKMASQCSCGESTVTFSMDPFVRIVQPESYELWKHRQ
# Tau fluor counter – Counterscreen qHTS for Inhibitors of Tau Fibril Formation, Fluorescence Polarization; Potency, µM (highest dose often 57.7 µM), for the others: at the top dose activity change, negative = decrease; tau K18 P301L Alexa594 fluorescence, heparin fibrillization; actives 0.93% (n = 280,000); also: % is scaled to controls: 0 for no effect and ±100 for the full control effect; nearly all actives have a fitted effect of over 55% in size
#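 Human K18 P301L tau (15 uM unlabeled plus 0.24 uM Alexa 594-labeled, final) in 100 mM sodium acetate pH 7 was mixed with compound and 20 uM heparin and incubated 6 hr at 37 C.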
# SMN2 splice up – qHTS Assay for Enhancers of SMN2 Splice Variant Expression; HEK293 SMN2-luciferase splicing reporter, luminescence, 30-36 h; Potency, µM (doses to about 46.1 µM), for the others: at the highest dose activity change, positive = activation, actives largely listed as activators; actives 2.8% (n = 210,000); AID 1458, 2008; also: % of control where 0% means no effect; nearly all actives have a fitted effect of over 55% in size
#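 HEK293 cells carry an SMN2 […]–luciferase reporter in which exon 7 inclusion puts luciferase in frame. Cells were plated 10-12 h before compound addition, then incubated 30-36 h at 37C. ONE-Glo luminescence was read; sodium butyrate at 4.5 mM final served as control.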
# HttQ103 aggreg – qHTS Multiplex Assay to Identify Dual Action Probes in a Cell Model of Huntington: Aggregate Formation (GFP) | PC12 HttQ103-GFP aggregates, Acumen cytometry, 40 h | Potency, µM (titrated, usually from 46.1 µM), without a hit: top-dose activity change, negative = inhibition, usual class: inhibitors | AID 1688, 2009 | actives 1.1% (n = 220,000); also: % is scaled to controls: 0 for no effect and ±100 for the full control effect; nearly all actives have a fitted effect of over 60% in size
#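 Read-out: GFP aggregate count by laser scanning cytometer (488 nm excitation, 500-530 nm emission, 1–25 µm objects >6 SD above background). Cells: PC12, inducible HTTex1-Q103-GFP, 100 nM tebufenozide; compounds titrated.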
# Tau fibril FP – qHTS for Inhibitors of Tau Fibril Formation, Fluorescence Polarization | AID 1468, 2008 | Potency, µM (titrated, usually from 57.7 µM), without a hit: at the top dose activity, negative = inhibition, usual class: inhibitors | Microtubule-associated protein tau (Homo sapiens), P10636 | actives 0.39% (n = 280,000) | K18 P301L tau heparin fibrillization, Alexa594 FP, 6 h; also: % is scaled to controls: 0 for no effect and ±100 for the full control effect; nearly all actives have a fitted effect of over 55% in size
# Target sequence (P10636 561-689 P618L limits assumed): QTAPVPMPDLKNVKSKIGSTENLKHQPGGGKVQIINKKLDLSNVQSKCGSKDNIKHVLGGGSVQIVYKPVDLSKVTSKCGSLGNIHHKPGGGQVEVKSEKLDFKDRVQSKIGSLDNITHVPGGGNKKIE
#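 Heparin (20 uM) drove fibril formation of recombinant tau K18 P301L, 15 uM unlabeled with 0.24 uM Alexa 594 label, for 6 hr at 37 C in 100 mM sodium acetate pH 7. Fluorescence polarization (555/632 nm) read 1 hr after 30 uM ThT.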
# Tau ThT inhib – qHTS for Inhibitors of Tau Fibril Formation, Thioflavin T Binding | Potency, µM (highest dose often 57.4 µM), for inactives: top-dose activity, negative = inhibition, usual class: inhibitors | Microtubule-associated protein tau (Homo sapiens), P10636 | AID 1460, 2008 | actives 2.1% (n = 270,000) | recombinant tau K18 P301L, heparin-induced fibrillization, ThT fluorescence; also: % is scaled to controls: 0 for no effect and ±100 for the full control effect; nearly all actives have a fitted effect of over 55% in size
#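 Using a mix of unlabeled (15 uM) and Alexa 594-labeled (0.24 uM) tau K18 P301L, heparin-triggered fibrillization over 6 hr at 37 C was scored by ThT fluorescence.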
# ALDH1A1 block – qHTS Assay for Inhibitors of Aldehyde Dehydrogenase 1 (ALDH1A1); Potency, µM (series often up to 75.3 µM), inactives show top-dose activity, negative = inhibition, hits mostly inhibitors; AID 1030, 2008; actives 7.3% (n = 220,000); Aldehyde dehydrogenase 1A1 (Homo sapiens), P00352; Purified ALDH1A1, NADH fluorescence, propionaldehyde substrate; active = well fitted inhibition curve with a large enough effect, not every such curve was filed as active; inconclusive = small, poorly fitted or top-dose-only effect, or another doubt; inactive = no such curve, though single readings can be large or run the other way;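 also: plate controls were no enzyme wells and a reference inhibitor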
# Target sequence (P00352 whole entry, looked up): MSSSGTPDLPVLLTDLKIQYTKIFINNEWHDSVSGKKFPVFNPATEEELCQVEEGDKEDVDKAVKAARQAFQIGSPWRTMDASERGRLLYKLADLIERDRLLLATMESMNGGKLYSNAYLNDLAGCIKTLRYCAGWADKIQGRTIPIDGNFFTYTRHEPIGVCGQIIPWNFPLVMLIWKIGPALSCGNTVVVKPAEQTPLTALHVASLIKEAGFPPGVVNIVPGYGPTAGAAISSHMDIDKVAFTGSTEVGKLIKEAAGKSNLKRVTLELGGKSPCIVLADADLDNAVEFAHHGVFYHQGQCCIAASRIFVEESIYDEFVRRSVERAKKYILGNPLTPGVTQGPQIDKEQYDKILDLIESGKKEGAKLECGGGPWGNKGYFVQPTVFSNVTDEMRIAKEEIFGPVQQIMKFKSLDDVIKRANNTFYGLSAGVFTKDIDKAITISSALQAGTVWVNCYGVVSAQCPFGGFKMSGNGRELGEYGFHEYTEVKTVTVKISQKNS
# HTT ATP protect – qHTS Multiplex Assay to Identify Dual Action Probes in a Cell Model of Huntington: Cytoprotection (ATP). PC12 HTT-Q103 induced, cytoprotection, ATP luminescence, 40 h. Potency, µM (series often up to 56.4 µM), for the others: cytoprotection (ATP increase), usual class: activators. actives 0.14% (n = 230,000). AID 1471, 2008;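 also: % of control where 0% means no effect; nearly all actives have a fitted effect of over 45% in size; toxic huntingtin expression switched on by the ecdysone agonist tebufenozide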
#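 ATP quantification (ATPlite) reports survival of PC12 cells in which tebufenozide, 100 nM final, switches on Htt exon 1 with 103 glutamines linked to GFP; compounds are titrated.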
# An asterisk follows results filed as active; ? = inconclusive; . = not tested or not shown; & = joins results of further samples; [ ] = another dose, or the depositor's remark. Unless noted, calls follow the shape of the dose curve; as a rule, active = well fitted curve in the direction sought with a large enough effect; inconclusive = small, poorly fitted or top-dose-only effect, or another doubt; inactive = no such curve, though single readings can be large; an effect the other way counts as inactive or inconclusive. Potency is read from the fitted curve at half-maximal effect.
Compound,JMJD2E inh,Tau fluor counter,SMN2 splice up,HttQ103 aggreg,Tau fibril FP,Tau ThT inhib,ALDH1A1 block,HTT ATP protect
Cc1cc(/C=C2/NC(=O)NC2=O)c(C)n1-c1ccc(N2CCOCC2)cc1,?,-15%,-1%,-5%,-10%,?,?,.
Cc1cc(C)c(C)c(S(=O)(=O)N2CCN(Cc3nc4ccccc4[nH]3)CC2)c1C,0%,-9%,-6%,-23%,2%,-1%,-1%,-33%
Cc1cccc(-n2ncc3c(N)ncnc32)c1,?,-1%,5%,?,4%,-1%,-4%,-29%[0.074 µM]
CC1(C)CC(=O)C/C(=N/NC(=O)C2CCN(S(=O)(=O)c3cccs3)CC2)C1,-3%,9%,13%,-6%,0%,6%,2%,13%[10 µM]
Cc1cc(C)c2nc(/N=C(\N)NC(=O)c3ccccc3)nc(C)c2c1,?,-17%,.,-2%[9.22 µM],3%,?,.,-26%[10 µM]
O=C(Cc1ccc(-c2ccccc2)cc1)NCc1ccccc1,4%,-1%,-3%,11%,4%,0%,18%,-46%[inhibitor][10 µM]
Cc1c(NC(=O)C(C)(C)Oc2ccc(Cl)cc2)cccc1-c1nc2ccccc2o1,.,-20%,-32%[inhibitor],.,-4%,?,.,.
O=C(Oc1ccc2cc(Br)ccc2c1)c1cccnc1,4%,-6%,-4%,-4%,10%,-6%,7%,27%
C/C(=N\NC(=O)C(C)Nc1cccc(Cl)c1)c1ccc([N+](=O)[O-])cc1 (stereo unspecified),1%,?,3%,-3%,6%,?,2%,.
CCc1ccc2nc(SCC(=O)NCC3CCCO3)c(C#N)cc2c1 (stereo unspecified),-12%,4%,?,7%[9.22 µM],1%,-2%,7%,24%[10 µM]
Cc1ccc(CNC(=O)C2CCCN(Cc3cnn(-c4ccccc4)c3-n3cccc3)C2)cc1 (stereo unspecified),3%,-5%,-23%,-19%,7%,-19%,?,-45%[inhibitor]
Cc1ccccc1N1C(=O)[C@@H]2Cc3ccccc3CN2C1=O,4%,3%,7%,?,8%,-3%,?,-3%
COc1ccc(C(=O)C[n+]2cn(C(F)F)c3ccccc32)c(F)c1,-19%,-1%,21%,?,4%,?,10µM*,?
Cc1cccc(C)c1NC(=O)N1CCC(n2c(=O)[nH]c3ccccc32)CC1,-6%,-2%,3%,14%,2%,-5%,-1%,-16%
O=C(NCc1ccc2c(c1)OCO2)c1cccnc1,6%,4%,7%,2%,-3%,3%,3%,-4%
CCN(CC)CCNC(=S)N1CCn2c(nc3ccccc32)C1,10%,3%,0%,9%,-8%,9%,4%,-35%[10 µM]
Cc1ccnc(NC(=O)CCCOc2ccc(Cl)cc2C)c1,3%,-17%,-4%,7%,11%,?,3%,5%[10 µM]
Cc1cc(F)c(F)cc1C(=O)N1CCCC1,3%,7%,.,-20%[9.22 µM],10%,-1%,-3%,-14%[10 µM]
COC(=O)COc1cccc(NC(=O)c2cccc(C)c2)c1,0%,-5%,8%,-7%[9.22 µM],-3%,-8%,-3%,-2%[10 µM]
COc1ccc(NC(=O)CCS(=O)(=O)c2ccc3c(c2)CCCN3C(C)=O)cc1Cl,2%,-8%,-16%,-7%,-6%,-10%,-14%,-12%
CCOc1ccc(S(=O)(=O)N/N=C(\C)C2CCCCC2)cc1,3%,7%,-3%,17%,3%,5%,1.8µM*,-4%[10 µM]
O=c1c2ccccc2nc(/C=C/c2cccc([N+](=O)[O-])c2)n1CCO,5%,-20%,-8%,15%,-3%,?,?,-4%[10 µM]
CCCCNC(=O)C(c1ccc(OCC(=O)OC)c(C(=O)OC)c1)N(CCc1ccccc1)C(=O)CCCCCN1C(=O)NC(c2ccc(-c3ccccc3)cc2)C(C(=O)OCc2ccccc2)=C1C (stereo unspecified),?,3%&-12%,4%,-26%[9.22 µM],11%&14%,-7%&-12%,3%,3%[10 µM]
CCOC(=O)CSc1nnc(CNC(=O)c2ccc(OC)cc2)n1-c1ccc(OC)cc1,6%,-6%,4%,-4%,-1%,0%,?,8%
O=C(O)/C(=C\c1ccc(-c2ccc(F)cc2)o1)c1ccccc1,?,-8%,4%,24%,-3%,?,?,-30%
CCCCCCCCCCCCCCC(C(=O)O)C(O)(CC(=O)OC)C(=O)O (stereo unspecified),-7%,11%,-12%,.,12%,-4%,-2%,.
Nc1ccn([C@@H]2O[C@H](CO)[C@@H](OP(=O)(O)O)[C@H]2O)c(=O)n1,7%,1%,.,.,-4%,4%,3%,1%[1.9 µM]
Cc1ccc(C)c(S(=O)(=O)N/N=C/c2ccc(F)cc2)c1,-14%,-7%,7%,-4%,-1%,-1%,?,-43%[inhibitor]
Cc1cc(C(=O)N/N=C/c2ccco2)n[nH]1,-4%,5%,8%,11%,0%,-9%,7%,-23%
O=C(NC1CCCC1)c1cc2c(ccc3ccccc32)o1,?,-8%,13µM*,11µM*,-2%,-15%,?,-38%
Cc1ccc(C(=O)N2CCC(c3c[nH]c4ccccc34)(c3c[nH]c4ccccc34)CC2)cc1,.,?,26%,.,6%,-6%,.,.
O=C(CSc1nnc(-c2ccc(F)cc2)o1)Nc1ccc(S(=O)(=O)N2CCCC2)cc1,7%,-21%,-5%,15%,-10%,6%,16µM*,-23%[10 µM]
CCOc1cc(/C=C(\C#N)c2nc(-c3cccs3)c(NC(C)=O)s2)ccc1O,8%,?,16%,-6%,?,?,6%,-30%[10 µM]
Cc1cccc(NC(=S)NCCO)c1C,3%,5%,6%,-5%,0%,5%,8%,14%[10 µM]
C[C@@]12CCC(OC(=O)c3ccccc3)CC1CCc1ccccc12 (stereo partly specified),-2%,-8%,-5%,.,-10%,-7%,3%,.
Cc1sc(-n2c(C)cc(/C=C3\SC(=S)NC3=O)c2C)c(C#N)c1C,3%,?,3%,-4%,-4%,?,12%,10%
Cc1cc(C)cc(-n2c(C)cc(/C=N/NC(=O)c3cccc([N+](=O)[O-])c3C)c2C)c1,?,-22%,-38%[inhibitor],-6%,-6%,?,?,-17%
O=C(CNC(=O)c1ccccc1F)NC1CC1,2%,0%,3%,3%,-7%,-3%,5%,-8%[10 µM]
O=C(CSc1ccccn1)Nc1ccc(Cl)c([N+](=O)[O-])c1,6%,-28%,-1%,-11%,-5%,-15%,-13%,17%[10 µM]
Cc1ccc(-c2csc3ncnc(OCC(=O)NC(=O)NCc4ccco4)c23)cc1,-14%,-22%,9%,-18%,?,?,?,-31%
CCOc1cc2c(cc1OCC)C(c1ccccc1)N(c1ccccc1)C(=O)C2 (stereo unspecified),1%,4%,-5%,-10%,-1%,-8%,-10%,11%[10 µM]
O=C(NC1CCCCC1)C1CCN(S(=O)(=O)c2cccc3nsnc23)CC1,7%,0%,-1%,3%,1%,-5%,23%,-3%
CCCCOc1ccc(C(=O)Nc2ccc(S(=O)(=O)Nc3cc(C)on3)cc2)cc1OC,-2%,-6%,1%,-7%,-5%,-4%,2%,-24%[10 µM]
COc1ccc(C2CCCN2C(=S)Nc2ccc(C)cc2Cl)cc1OC (stereo unspecified),6%,-30%,-85%[inhibitor],-16%,-1%,?,?,-34%[inhibitor]
S=C(NCCCN1CCOCC1)N1CCOCC1,9%,8%,.,-21%[9.22 µM],6%,7%,.,?
O=[N+]([O-])c1ccc(N2CCCC2)cc1NC1CC1,6%,-17%,-22%,2%,-6%,14µM*,-3%,-23%[10 µM]
O=[N+]([O-])c1ccc(Oc2ccc(C(F)(F)F)cn2)cc1,-9%,-19%,-12%,10%,-8%,-13%,3%,16%
Cc1cccc(/C=N/c2sc3c(c2C#N)CCN(Cc2ccccc2)C3)c1O,2%,-14%,-3%[1.84 µM],?,-5%,?,?,17%[10 µM]
Cc1cc2cc(CNC(=S)NCc3ccccc3)ccc2n1C,-15%,?,5%,18%,15%,-5%,?,.
CCCNC(=O)C(Cc1ccccc1)NS(=O)(=O)c1cccc2nsnc12 (stereo unspecified),-21%,-1%,-21%,-10%,-2%,-1%,-3%,-33%

# Continued:
Compound,JMJD2E inh,Tau fluor counter,SMN2 splice up,HttQ103 aggreg,Tau fibril FP,Tau ThT inhib,ALDH1A1 block,HTT ATP protect
Cc1ccccc1-c1nc(CS(=O)(=O)CC(=O)NC(C)c2ccccc2)c(C)o1 (stereo unspecified),.,-12%,-15%,.,8%,-8%,.,.
CCCC(=O)Nc1ccc(C(=O)NNC(=S)NC(=O)c2ccc(Br)o2)cc1,?,-17%,-21%,-25%,1%,?,?,.
CCOC(=O)c1c(-c2ccc(C)cc2)csc1NC(=O)CCSc1nnc2ccccn12,?,-24%,-56%[inhibitor],-6%,?,-10%,?,-7%[1.9 µM]
CC(C)(CO)NCc1ccccc1OCC(=O)Nc1ccccc1,6%,-3%,.,-11%,0%,12%,8%,-7%
CCCN(C(=O)c1cn(CC(C)C)c(=O)c2cc(OC)c(OC)cc12)c1cccc(C)c1,.,-10%,-24%,.,-9%,?,.,.
Cc1ccc(/C=N/N2C(=S)SC(C)(C)C2N(O)C(=O)Nc2ccc([N+](=O)[O-])cc2)cc1 (stereo unspecified),-4%,?,-8%,-14%,?,-2%,-9%,-22%
COc1cccc(-n2c(SCC(=O)NCc3cccs3)nc3ccccc3c2=O)c1,-13%,-7%,-2%,7%,2%,-1%,3%,19%[10 µM]

# An excerpt; rates above refer to the full screens.
